Assay outcomes: PubChem BioAssay, Small Molecule Screening Facility, UW Madison
RMI-FANCM inh – RMI-FANCM interaction inhibition | Fluorescence polarization, RMI core complex with F-MM2 peptide; hits give low values | FP signal (polarization) at 33 µM | hit rate 0.58% among 70,000; in the data active = FP signal below about 40; note: inactives centre near 61; strong numbers were not always called active; unit not given here
* hit, by the source's call; & = joins results of further samples.

SMILES | RMI-FANCM inh
C=CCN1C(=O)C(C)(C)COc2cc(NS(=O)(=O)c3cc(CC)ccc3OC)ccc21 | 64
O=C(Nc1csc2ccccc12)N1CCN(c2ccc(C(F)(F)F)cn2)CC1 | 47
COc1ccc(-c2ccc(N3CCN(C(=O)CCSc4ccccc4)CC3)nn2)cc1 | 69
Cc1ccc2c(=O)cc(-c3ccc(F)cc3)oc2c1 | 82
CCOC(=O)c1ccc(NC(=O)c2cc(S(=O)(=O)N3CCCCCC3)ccc2O)cc1 | 61
Clc1ccc(C(c2ccccc2Cl)C(Cl)Cl)cc1 (stereo unspecified) | 58&53
O=S(=O)(Cc1ccc(F)cc1)NCC1CCN(Cc2ccco2)CC1 | 72
CC(=O)Nc1cccc(NC(=O)C(=O)NCc2ccccc2)c1 | 55
CC1CN(C(=O)Cn2cc(S(=O)(=O)Cc3ccccc3)c3ccccc32)CC(C)O1 (stereo unspecified) | 59
CC(=O)NNS(=O)(=O)c1scc(S(=O)(=O)c2ccc(Cl)cc2)c1C | 58
COc1ccc(S(=O)(=O)Nc2cccc(-c3ccc(N4CCCCC4)nn3)c2)cc1C | 62
COc1cccc(S(=O)(=O)NCc2ccc(C(=O)N3CCN(c4ccccc4OC)CC3)cc2)c1 | 73
Cc1cc(C(=O)Nc2csc(-c3ccc(Cl)cc3)c2)c(C)o1 | 52
CCOC(=O)c1c(NC(=O)CSc2cc(C)c3ccccc3n2)sc(C)c1C | 77
CCOc1ccc(NS(=O)(=O)c2ccc(-c3ccc(C)cc3)cc2)cc1 | 59
COC(=O)Nc1ccc2c(c1)CCN2C(C)=O | 60
COc1cc(OC)cc(C(=O)Nc2nc(CC(=O)Nc3nnc(C)s3)cs2)c1 | 81
O=C(Nc1c(C(=O)Nc2ccccc2)oc2ccccc12)c1ccco1 | 58
O=C(Cn1nc(-c2cccs2)c2sc(N3CCCCC3)nc2c1=O)N1CCCc2ccccc21 | 66
COC(=O)c1ccccc1NC(=O)CSc1nc(N)cc(=O)[nH]1 | 63
Cn1c(=O)c2c3oc(-c4ccc([N+](=O)[O-])cc4)nc3c(=O)n(-c3ccccc3)c2n(C)c1=O | 58
C=C1C2CC[C@@]3(C)[C@H](c4ccoc4)OC(=O)C[C@]13O[C@H]1C[C@H](O)C(C)(C)[C@H](CC(=O)OC)[C@@]21C | 58
O=S(=O)(Nc1ccc(F)cc1)c1cccc2cccnc12 | 63
Fc1ccc(-n2ncc3c(NCCc4c[nH]c5ccccc45)ncnc32)cc1 | 62&61
O=C(NCCOc1ccc2nnc(-c3cccc(F)c3)n2n1)c1cccc(C(F)(F)F)c1 | 69
O=C(NC(=S)NCC1CC1)c1ccc(Oc2ccc(Cl)cc2)c([N+](=O)[O-])c1 | 57
O=C(COc1ccc(Cl)cc1Cl)Nc1ccc2c(c1)N(C(=O)C1CCCO1)CC2 (stereo unspecified) | 70
Nc1nc(SCC(=O)O)[nH]c(=O)c1NC(=O)c1ccco1 | 71
COC(=O)c1sc(-c2ccccc2)cc1NC(=O)Cc1ccccc1 | 81
COC(=O)c1ccccc1NC(=O)CSc1nc2ccccc2s1 | 60
Cn1c(SCc2c(F)cccc2Cl)n[nH]c1=S | 54
Cc1nnc2ccc(N3CCN(S(=O)(=O)c4ccc(Cl)c(Cl)c4)CC3)nn12 | 65
N#C/C(=N/OC(=O)Cc1ccc(Cl)cc1)c1nc2ccccc2s1 | 60
O=C(O)C1CC(=O)N(Cc2cccs2)C1 (stereo unspecified) | 55
CCOC(=O)c1ccc(NC(=O)CSc2ncc(-c3cccc(Br)c3)o2)cc1 | 87
O=C(NC(=O)N1CCSCC1)c1c(F)cccc1F | 63
O=C(O)c1cc(-c2cccs2)nc2ccc(Br)cc12 | 48
Cc1c(C#N)c(-n2cccc2)n(CC2CC2)c1C | 55
COc1ccc(OC)c(Nc2nc(CC(=O)NCc3cccs3)cs2)c1 | 60
CCSc1ccccc1C(=O)Nc1nnc(Cc2cccs2)o1 | 71

20 entries from above, with tabs.
Molecule	RMI-FANCM inh
C=CCN1C(=O)C(C)(C)COc2cc(NS(=O)(=O)c3cc(CC)ccc3OC)ccc21	64
O=C(Nc1csc2ccccc12)N1CCN(c2ccc(C(F)(F)F)cn2)CC1	47
COc1ccc(-c2ccc(N3CCN(C(=O)CCSc4ccccc4)CC3)nn2)cc1	69
Cc1ccc2c(=O)cc(-c3ccc(F)cc3)oc2c1	82
CCOC(=O)c1ccc(NC(=O)c2cc(S(=O)(=O)N3CCCCCC3)ccc2O)cc1	61
Clc1ccc(C(c2ccccc2Cl)C(Cl)Cl)cc1 (stereo unspecified)	58&53
O=S(=O)(Cc1ccc(F)cc1)NCC1CCN(Cc2ccco2)CC1	72
CC(=O)Nc1cccc(NC(=O)C(=O)NCc2ccccc2)c1	55
CC1CN(C(=O)Cn2cc(S(=O)(=O)Cc3ccccc3)c3ccccc32)CC(C)O1 (stereo unspecified)	59
CC(=O)NNS(=O)(=O)c1scc(S(=O)(=O)c2ccc(Cl)cc2)c1C	58
COc1ccc(S(=O)(=O)Nc2cccc(-c3ccc(N4CCCCC4)nn3)c2)cc1C	62
COc1cccc(S(=O)(=O)NCc2ccc(C(=O)N3CCN(c4ccccc4OC)CC3)cc2)c1	73
Cc1cc(C(=O)Nc2csc(-c3ccc(Cl)cc3)c2)c(C)o1	52
CCOC(=O)c1c(NC(=O)CSc2cc(C)c3ccccc3n2)sc(C)c1C	77
CCOc1ccc(NS(=O)(=O)c2ccc(-c3ccc(C)cc3)cc2)cc1	59
COC(=O)Nc1ccc2c(c1)CCN2C(C)=O	60
COc1cc(OC)cc(C(=O)Nc2nc(CC(=O)Nc3nnc(C)s3)cs2)c1	81
O=C(Nc1c(C(=O)Nc2ccccc2)oc2ccccc12)c1ccco1	58
O=C(Cn1nc(-c2cccs2)c2sc(N3CCCCC3)nc2c1=O)N1CCCc2ccccc21	66
COC(=O)c1ccccc1NC(=O)CSc1nc(N)cc(=O)[nH]1	63

Next entries:
SMILES | RMI-FANCM inh
C=CCn1c(SCc2csc(C)n2)nc2scc(-c3ccc(OC)cc3)c2c1=O | 74
Cn1c(SCC(=O)N2CCN(c3ccccc3F)CC2)nc2cc(-c3ccccc3)sc2c1=O | 55
COc1ccccc1CCNC(=O)CCc1csc2nc(-c3ccccc3)cn12 | 63
Cc1c(O)c(C(=O)c2nn[nH]n2)c(=O)n(-c2ccccc2)c1-c1ccccc1 | 53
CS(=O)(=O)N1CCCCC1C(=O)Nc1nc2cc3c(cc2s1)OCCO3 (stereo unspecified) | 66
CC(=O)OCC(=O)NCCCOc1cccc(CN2CCCCC2)c1 | 60&59
CC(C)S(=O)(=O)c1ccc(C(=O)Nc2sccc2C(N)=O)cc1 | 65
CN(C)CCCN(C(=O)COc1ccc(Cl)cc1)c1nc2cc3c(cc2s1)OCCO3 | 97
CC(C)N(C(=O)CSc1nncc(=O)[nH]1)c1ccccc1 | 55
N[C@@H](Cc1ccc(O)c(O)c1)C(=O)O | 58&53&53
CCOC(=O)N1CCN(C(=O)Cc2cc(=O)[nH]c(SCc3ccccc3F)n2)CC1 | 66
CCOC(=O)c1ccsc1NC(=O)CC1Nc2ccccc2NC1=O (stereo unspecified) | 64
COc1cc2cc(C(=O)O)cc(-c3ccc(C)cc3)c2cc1OC | 60
Cc1cccc(OCC(=O)NCCCn2nc(-c3ccccc3)ccc2=O)c1C | 68
O=S(=O)(NC1CCCC1)c1cccc2nsnc12 | 56
Cc1ccc(OCC(=O)N/N=C\c2cccnc2)cc1C | 59
COc1ccc(-c2csc(NC(=O)CS(=O)(=O)c3ccc(F)cc3)n2)cc1C | 54
Cc1cccc(C#Cc2ccccc2)n1 | 51
COc1cccc(OCC(=O)Nc2ccc3c(c2)CCC(=O)N3CCC(C)C)c1 | 65
CCOc1cccc2cc(C(=O)Nc3cccc(C)n3)oc12 | 65
O=c1[nH]c(CSc2ccc(Cl)cc2)nc2ccccc12 | 54
CN(CC(=O)NCC1CCCO1)S(=O)(=O)c1cccc2cnccc12 (stereo unspecified) | 53
C/C(=N/O)c1ccc(C#Cc2ccccc2)s1 | 56
O=C(Nc1ccc2c(c1)CN(C(=O)c1ccco1)CC2)C1CCCC1 | 68
COc1ccc(-c2noc(Cn3c(=O)n(C(C)C)c(=O)c4ccccc43)n2)cc1OC | 64
COc1ccc(CCNC(=O)/C(C#N)=C/c2ccc[nH]2)cc1OC | 64
Cc1cc(C(=O)N2CCCC(c3nnc(-c4ccc5c(c4)OCO5)o3)C2)no1 (stereo unspecified) | 64
CCOC(=O)c1sc(N2CCCC2)c2c1CC(C)(C)CC2=O | 51
CCOC(=O)N1CCN(S(=O)(=O)c2ccc(F)c(OCC)c2)CC1 | 60
Cc1cccc2sc(NC(=O)Cc3cc(=O)[nH]c(SCc4ccccc4)n3)nc12 | 56
CC1=NN(c2ccccc2)C(=O)C1C(=O)c1ccc(Br)o1 (stereo unspecified) | 67
CC(=O)c1cnc2cc(C3CC3)nn2c1C | 53
CCCCOc1ccc(C(=O)NCC(c2ccsc2)N2CCCCCC2)cc1 (stereo unspecified) | 64
O=C1c2ccccc2C(=O)N1CN(CCSc1ccccc1)CN1C(=O)c2ccccc2C1=O | 59
CN1CCN(C(CNC(=O)COc2ccc(Cl)cc2)c2ccc(F)cc2)CC1 (stereo unspecified) | 56
Cc1ccc(S(=O)(=O)NC(C)Cc2cccs2)cc1 (stereo unspecified) | 69
COc1ccc2c(c1)[C@@]1(C)CCC(=O)C[C@@H]1CC2 | 58
C#Cc1cccc(NC(=O)CSc2nc3c(c(/C=C\c4ccccc4)c2C#N)CCC3)c1 | 60
COc1cc(/C=C\C(=O)NCCn2ncc3c(=O)n(Cc4cccc(Cl)c4)cnc32)cc(OC)c1OC | 67
NC(=O)/C=C/C(=O)Nc1cccc(C(F)(F)F)c1 | 58
CCOC(=O)c1cc(Sc2ccccc2NC(=O)Nc2ccc(C)cc2)cc(C(=O)OCC)n1 | 45
O=C(CSc1cn(CCNC(=O)c2ccccc2F)c2ccccc12)NCc1ccc2c(c1)OCO2 | 76
Cc1cc(NC(=O)CSc2ncnc3c2cnn3-c2ccc(Cl)cc2)no1 | 58
COc1ccc(N2CCN(CCNC(=O)C(=O)Nc3ccccc3Cl)CC2)cc1 | 64
O=C(O)CCC(C(=O)O)N1C(=O)/C(=C/c2ccccc2F)SC1=S (stereo unspecified) | 55
O=C(/C=C\c1ccccc1)NCCS(=O)(=O)N1CCN(c2ncccn2)CC1 | 71
CS(=O)(=O)N1CCCC(C(=O)Nc2nnc(CS(=O)(=O)c3ccccc3)o2)C1 (stereo unspecified) | 64
COc1ccc(CNC(=O)C(=O)Nc2cccc(N3CCCS3(=O)=O)c2)cc1 | 90
COc1ccc(-c2c3c4n(c(COc5ccccc5)nn4c2C(C)=O)CCCC3)cc1OC | 86
O=C(O)c1ncccc1Cl | 59
O=S(=O)(c1ccc(Cl)cc1)N1CCN(Cc2nc(-c3ccco3)cs2)CC1 | 64
CCCC1NC(=O)NC(C)=C1C(=O)OCC (stereo unspecified) | 58
CCC(=O)Nc1nc2c(C)ccc(C)c2s1 | 71
CNCc1ccccc1 | 66
Cc1cnc2n(c1=O)C(CC(=O)N1CCN(Cc3ccccc3)CC1)CS2 (stereo unspecified) | 65
CC12CCC(C(=O)Nc3cccc(C(F)(F)F)c3)(C(Br)C1=O)C2(C)C (stereo unspecified) | 57
COc1ccc(N2CC(NC(=O)N3CCN(c4ccc([N+](=O)[O-])cc4)CC3)CC2=O)cc1OC (stereo unspecified) | 55
O=C(Nc1nnc(-c2cccnc2)o1)C1CCN(S(=O)(=O)c2ccc(Cl)s2)CC1 | 50
CCc1ccccc1NC(=O)CC1Nc2ccccc2NC1=O (stereo unspecified) | 61
CC(C)CCN1C(=O)C(C)(C)COc2cc(N)ccc21 | 69

Individual results from the list.
RMI-FANCM inh, O=C(O)CCC(C(=O)O)N1C(=O)/C(=C/c2ccccc2F)SC1=S (stereo unspecified) is entered as 55
RMI-FANCM inh, COc1ccc(-c2c3c4n(c(COc5ccccc5)nn4c2C(C)=O)CCCC3)cc1OC is entered as 86

Going on with the list:
SMILES | RMI-FANCM inh
C/C(=C\c1ccc(-c2ccc(C(F)(F)F)cc2[N+](=O)[O-])o1)[N+](=O)[O-] | -51
O=C(NC(=O)c1ccc(-c2cccs2)s1)SCc1cccs1 | 56
COc1cn(CC(=O)Nc2ccc([N+](=O)[O-])cc2)c(CSc2nncn2C)cc1=O | 55
Cc1ccc(C(=O)CSc2nccc(-c3nn(-c4ccc(F)cc4)ccc3=O)n2)cc1 | 88
O=C(NCCn1ncccc1=O)c1ccc2ccccc2n1 | 62
O=C(NCC12CC3CC(CC(C3)C1)C2)N1CCN(c2ccccc2)CC1 | 63
O=C(Nc1ccccn1)c1cc(-c2ccccc2)c(C(F)(F)F)s1 | 56
COc1ccc(CCS(=O)(=O)Nc2ccc3c(c2)N(C(C)=O)CC3)cc1 | 68
O=C(CSc1nnc(-c2cccc(S(=O)(=O)N3CCCCCC3)c2)o1)c1ccc(Cl)cc1Cl | 76
O=C(c1ccccc1)N1c2ccccc2OC1c1ccc2c(c1)OCO2 (stereo unspecified) | 58
Cc1ccc(C(=O)Nc2ccc(C(=O)NCCNC(=O)c3ccccc3C)cc2)cc1 | 108
COC(=O)c1ccc(C)c(Nc2nn3c(=O)c4cc5c(cc4nc3s2)OCO5)c1 | 67
Cn1c(SCc2cc(=O)n3ccccc3n2)nc2cc(-c3ccccc3)sc2c1=O | 59
Cc1onc(-c2ccccc2Cl)c1C(=O)NCC(c1ccsc1)N1CCc2ccccc2C1 (stereo unspecified) | 64
COCCCNC(=O)C(=O)NCC(c1ccco1)N1CCc2ccccc21 (stereo unspecified) | 54
O=C1c2cccc3cccc(c23)C(=O)N1CCN1CCN(CC(O)COc2c(F)cc(Br)cc2F)CC1 (stereo unspecified) | 61
O=C(c1ccc(F)cc1)c1cc2cc([N+](=O)[O-])ccc2o1 | 61
COc1cccc(Cn2c(SCC(=O)Nc3cccc(C)c3C)nc3c(oc4ccccc43)c2=O)c1 | 59
O=C(Cc1ccc(Cl)cc1)NCC(=O)N1CCOC(c2ccccc2)C1 (stereo unspecified) | 71
O=C(CN1CCC(c2nc3ccccc3[nH]2)CC1)NCc1ccccc1Cl | 58
Cc1cc(C)c(NC(=O)Cn2nc(-c3cccs3)c3sc(N4CCOCC4)nc3c2=O)c(C)c1 | 97
O=C(O)c1ccc2nc(-c3cccc(-c4nc5ccc(C(=O)O)cc5[nH]4)c3)[nH]c2c1 | 53
CN(C)CCCN(C(=O)c1ccno1)c1nc2ccc(Cl)cc2s1 | 80
Cc1noc(/C=C/c2nn(C)cc2Cl)c1[N+](=O)[O-] | 61

Only part of the results is shown; the hit share may differ from the screen's.
